Screens deposited in PubChem BioAssay by several laboratories.
aDG glyco act: alpha-DG glycosylation activation; Pro5-aDG cells, alpha-DG glycosylation AlphaScreen (IIH6); 0% Pro5, 100% B10-LARGE cell signal; activation, % at 10 µM; 360,000 tested, 0.22% active;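 active = activation of at least 8% versus controls, or a plate z-score of at least 8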;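 note: Pro5 are CHO cells carrying HIG-tagged alpha-DG that lacks glycosylation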
KKLEB tox: CF airway cell cytotoxicity counter-screen; activity change (cytotoxicity), % at 5 µM; AID 602141; KKLEB CF airway cells viability, ATPlite luminescence, overnight; stronger effect = lower value; cells stimulated with P. aeruginosa culture filtrate; 360,000 tested, 0.36% active;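 active = corrected activity change at or below -50% at 5 µM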
TWEAK Fn14 block: TWEAK-Fn14 signaling inhibition | TWEAK-stimulated Fn14 reporter cells, luciferase luminescence, 8 h | inhibition, % at 10 µM | 360,000 tested, 2% active | AID 1159606; in the data active = inhibition above about 50%
hiPSC survival: increases survival of single human iPS cells | AID 602274 | survival enhancement, % at 20 µM | 360,000 tested, 0.044% active | hiPSC single-cell survival, ATPlite luminescence; 100% = ROCK inhibitor wells, 0% = DMSO; in the data active = survival enhancement above about 18%;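 note: cells exposed to compounds for 16 hours before the ATP read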
HIF-2a block: HIF-2a inhibition | 786-0 RCC cells HIF-2a reporter, luciferase luminescence, overnight | inhibition, % at 18.8 µM | 360,000 tested, 0.72% active;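 active = inhibition of the luminescence signal of 40% or more relative to plate controls, in a single-dose primary screen at 18.75 µM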
MITF TRPM1 inh: inhibitors of MITF-driven TRPM1 promoter in melanoma cells. 330,000 tested, 0.83% active. SK-MEL-5 TRPM1 promoter luciferase, 24 h. inhibition, % at 12.5 µM;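 active = mean inhibition across replicates of 60% or more, whatever share of single replicates reaches that level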; note: values of inactives mirror those of a sister screen read the other way
NR2E3 ag-1: agonists of human nuclear receptor NR2E3; inhibition of corepressor binding, % at 4.78 µM; 320,000 tested, 0.12% active; Q9Y5X4; GST-NR2E3/biotin-RetCOR TR-FRET, 1536-well; AID 2300;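 active = percent inhibition above the cutoff of mean plus 3 SD of all tested compounds, set per screening campaign, cut at about 20% in these data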;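 note: 0% = DMSO wells and 100% = biotin wells as full block of FRET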
Target sequence (Q9Y5X4 whole entry, looked up): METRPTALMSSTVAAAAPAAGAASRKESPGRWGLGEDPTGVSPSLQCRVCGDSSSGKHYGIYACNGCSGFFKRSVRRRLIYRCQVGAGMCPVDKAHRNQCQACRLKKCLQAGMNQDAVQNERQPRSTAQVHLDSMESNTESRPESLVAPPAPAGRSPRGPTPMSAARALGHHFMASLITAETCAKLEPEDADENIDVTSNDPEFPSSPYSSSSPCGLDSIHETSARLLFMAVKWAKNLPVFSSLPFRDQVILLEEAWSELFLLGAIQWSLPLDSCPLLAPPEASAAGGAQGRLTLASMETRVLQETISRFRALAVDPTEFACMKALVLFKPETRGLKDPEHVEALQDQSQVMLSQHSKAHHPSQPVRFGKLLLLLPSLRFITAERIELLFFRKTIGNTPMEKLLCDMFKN
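Material: NR2E3–RetCOR corepressor complex / Incubation: Compound–protein incubation for 5 h at 4 °C / Dosing: compound at 4.8 µM, single dose / Detection: time-resolved FRET / Benchmarks: high control biotin, low control 0.6% DMSO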
CF NFkB block: cystic fibrosis NF-kB activation inhibition. KKLEB NF-kB-GFP reporter, PAF-induced, GFP fluorescence overnight. inhibition, % at 5 µM. 360,000 tested, 0.86% active. AID 588850;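 active = at least 50% inhibition at 5 µM, scaled per plate between neutral and stimulator controls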;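 note: PAF is a Pseudomonas aeruginosa culture filtrate used as stimulus; plate controls were PAF-stimulated DMSO wells for no effect and unstimulated DMSO wells for full effect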
NR2E3 ag-2: human photoreceptor-specific nuclear receptor agonism; Q9Y5X4; 360,000 tested, 0.35% active; CHO-S Gal4-NCOR/VP16-NR2E3 two-hybrid, luciferase; inhibition of corepressor binding, % at 3.98 µM; AID 602229;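 active = inhibition above the mean of all tested compounds plus 3 SD, cut at about 70% in these data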;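 note: 0% = DMSO with NR2E3 transfected cells and 100% = cells lacking NR2E3 construct; higher means lower luciferase signal from less NR2E3 corepressor binding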
Shn3 inh set2: reduces Shn3 3'UTR luciferase signal in osteoblasts | 360,000 tested, 0.52% active | Clone20 osteoblast Shn3 3'UTR firefly luciferase, 24 h | inhibition, % at 12.5 µM;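 active = mean inhibition of at least 75% with every replicate also reaching 75%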;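 note: 0% = median of neutral control wells and 100% = pilot-screen positive control compound; some compounds past the cut are filed as inactive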
Peg3 prom inh: inhibitors of Peg3 promoter; HeLa PEG-Prom luciferase reporter, luminescence, overnight; inhibition, % at 20 µM; 360,000 tested, 1.7% active;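 active = inhibition of at least 50% at 20 µM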
Numbers without * were called inactive; · = no result given.

SMILES | aDG glyco act | KKLEB tox | TWEAK Fn14 block | hiPSC survival | HIF-2a block | MITF TRPM1 inh | NR2E3 ag-1 | CF NFkB block | NR2E3 ag-2 | Shn3 inh set2 | Peg3 prom inh
O=C(CCl)N(c1ccc(Cl)cc1)c1c[nH]c2ccccc12 | -0.3 | -88.9* | 66.6* | -5.4 | 94.7* | 83.9* | -3.7 | 83.6* | -8.8 | 98.0* | 103.2*
CCOc1ccc(N(CC(=O)NCC2CCCO2)S(=O)(=O)c2ccc(OC)c(OC)c2)cc1 (centres undefined) | -0.1 | -1.8 | -6.6 | -0.3 | 10.6 | 9.5 | 0.0 | 0.3 | -1.3 | 5.8 | 14.9
c1ccc2c(c1)[nH]c1ccccc12 | -0.1 | 8.5 | 22.3 | -0.3 | -17.4 | -5.3 | 0.6 | -1.1 | -18.4 | -7.3 | -1.1
CCOC(=O)C1=C[C@@H](c2ccccc2)N(S(=O)(=O)c2ccc(C)cc2)[C@H]1c1ccc(OC)cc1 | 1.4 | 9.6 | -1.9 | 6.4 | 0.7 | · | · | 3.7 | -6.0 | -28.5 | 4.8
COc1cc(OC)cc(C(=O)NCC(=O)OCC(=O)c2ccc3c(c2)-c2ccccc2C3)c1 | -0.2 | -7.0 | -45.6 | 3.9 | -26.7 | -10.8 | -2.5 | -2.4 | -22.5 | -6.2 | -19.6
Cc1ccc(C)c(S(=O)(=O)Nc2ccc(S(=O)(=O)Nc3ncccn3)cc2)c1 | 0.2 | -13.0 | 2.9 | 0.0 | 3.5 | -1.6 | 6.3 | 7.7 | -9.8 | 16.7 | -9.6
FC(F)(F)c1cnc(Sc2nnc(-c3cccs3)n2CC2CCCO2)c(Cl)c1 (centres undefined) | 0.0 | 4.8 | -17.8 | -1.6 | 6.0 | -7.9 | 2.1 | -3.4 | 6.9 | 6.2 | 13.3
CCOC(=O)c1sc(NC(=O)CN(CC)CC)c(C(=O)OCC)c1C | 0.0 | -5.8 | 22.1 | 4.7 | 1.8 | 5.7 | -0.3 | 13.6 | 2.0 | 21.8 | 13.6
Cc1c(NC(=O)CSC(=S)N2CCCC2)c(=O)n(-c2ccccc2)n1C | 0.0 | -13.4 | -7.0 | -0.6 | -6.2 | 0.7 | -1.4 | 0.8 | 1.0 | -4.3 | 0.9
CCC(C)NS(=O)(=O)c1ccc(NC(=O)CNCc2cccs2)cc1 (centres undefined) | 0.3 | 4.4 | 8.7 | -0.7 | 9.7 | -3.9 | · | 8.7 | -24.4 | 1.2 | -13.6
CC[C@@]1(C(=O)OC)N[C@H](CN(C)C(=O)c2ccc(F)cc2)[C@@H]2C(=O)N(Cc3ccccc3)C(=O)[C@@H]21 | 0.2 | 1.6 | 10.9 | -2.5 | 6.1 | -3.4 | · | 9.4 | 23.2 | -1.0 | 10.1
CCCN(CCC)S(=O)(=O)c1ccc(Cl)c([N+](=O)[O-])c1 | 0.9 | -50.1* | 17.4 | -2.1 | 34.5 | 17.0 | 2.4 | 59.7* | 13.0 | 9.8 | 94.3*
OC(c1ccccc1)c1nc(-c2ccc(F)c(Cl)c2)cs1 (centres undefined) | 0.0 | -14.3 | -10.2 | 1.2 | -128.7 | · | · | -1.1 | -28.6 | -19.3 | -106.2
CC1CCCCN1C(=O)c1cc2c(=O)n3ccccc3nc2s1 (centres undefined) | -0.1 | -9.6 | -17.7 | 0.2 | -157.3 | -20.9 | 0.2 | 5.5 | -49.7 | -34.2 | -141.9
Cc1cc(C)n(CCNS(=O)(=O)c2ccc(C)c(C)c2)n1 | 0.0 | 3.3 | 13.2 | 0.3 | 23.0 | -10.4 | -1.9 | -1.5 | -19.0 | -15.2 | 11.4
Cc1cccn2c(=O)c3cc(C#N)c(=N)n(CCN4CCOCC4)c3nc12 | 0.0 | 6.9 | -14.5 | 1.7 | -31.0 | -5.4 | · | -0.8 | -22.9 | -34.3 | -19.9
Cc1ccc(S(=O)(=O)/C(C#N)=C/c2c(N3CCN(C)CC3)nc3ccccn3c2=O)cc1 | 0.0 | -2.5 | -0.5 | 0.4 | 14.8 | -0.9 | 1.8 | -0.1 | -1.4 | 12.4 | 5.0
Cc1cc(C(=O)CCC(=O)Nc2cccc(F)c2)c(C)s1 | -0.1 | -4.5 | 9.9 | 1.5 | -24.6 | · | · | 17.6 | -0.5 | -13.0 | -33.3
O/N=C1/CCCCc2sccc21 | 0.7 | -8.0 | 13.3 | -0.1 | 7.7 | 2.5 | -0.5 | 14.3 | 17.0 | 27.2 | 12.3
Cc1cc(C(=O)OCC(=O)Nc2c(Cl)cccc2Cl)c(C)o1 | 1.2 | -7.6 | -17.0 | 5.4 | 11.9 | -9.4 | · | -0.6 | -15.9 | 3.7 | 10.7
Cc1ccc(C)c(-n2ccnc2SCC(N)=O)c1 | 0.0 | 4.4 | 4.2 | 0.5 | 15.9 | -1.8 | -1.5 | 2.8 | -35.4 | -1.9 | -10.5
CC1(C)CC(=O)C(C=NCC2CCNCC2)=C(O)C1 | 0.2 | 5.4 | -5.3 | -0.2 | 2.8 | -8.2 | -4.8 | 4.6 | -11.1 | · | -0.1
C#CCOCCOCCOCCNc1nc(N2CCN(C(=O)[C@H]([C@@H](C)CC)n3cc(CCC(=O)O)nn3)CC2)nc(N2CCN(C(=O)[C@H](CCCCN)n3cc(CCC(=O)O)nn3)CC2)n1 | 0.0 | -9.9 | 0.8 | 0.9 | 14.4 | -0.6 | · | 13.8 | 5.0 | -14.1 | -4.2
CN(Cc1c(F)cccc1Cl)C(=O)c1ccc(NC(=O)CC2SC(N3CCCC3)=NC2=O)cc1 (centres undefined) | 0.6 | 5.2 | 5.8 | 0.1 | -0.4 | 6.7 | -2.3 | -7.3 | 9.1 | 9.2 | 6.8
COc1ccc(-n2c(SCC#N)nc3ccccc3c2=O)cc1 | 0.1 | -7.0 | -7.8 | 9.1 | 5.7 | -0.2 | 0.3 | -2.9 | 3.4 | -1.0 | 4.6
Cc1csc2nc(CNS(=O)(=O)c3cccnc3)cn12 | 0.0 | -6.9 | -4.0 | 0.3 | -8.1 | -7.9 | 0.1 | 7.2 | -18.9 | -12.2 | 6.5
COc1ccc(NC(NC(=O)c2ccc(OC)cc2)C(Cl)(Cl)Cl)cc1 (centres undefined) | 2.7 | 0.5 | 20.4 | -1.3 | 23.0 | 0.2 | 1.2 | -9.4 | 18.2 | 20.8 | 13.7
CCOc1ccc(N2C(=O)CC(N3CCN(c4ccc([N+](=O)[O-])cc4)CC3)C2=O)cc1 (centres undefined) | 0.1 | -10.0 | -18.7 | -0.6 | 13.7 | 6.0 | 2.3 | -5.7 | -12.6 | 13.7 | 45.0
CCC1Oc2ccc(C)cc2N(CC(=O)N(Cc2ccc(C)o2)C2CC(C)(C)NC(C)(C)C2)C1=O (centres undefined) | 1.3 | -2.6 | -0.9 | 0.0 | 5.4 | 0.4 | -2.6 | 4.7 | -11.1 | 9.3 | 10.3
COc1cc(SC)ccc1C(=O)Nc1ccc(C)cc1C | 0.4 | 11.6 | -16.9 | -2.5 | -265.3 | -23.7 | -3.4 | -61.8 | · | -58.2 | -327.9
CC(N=C1NS(=O)(=O)c2ccccc21)C(=O)OCC(=O)N(C)C1CCS(=O)(=O)C1 (centres undefined) | -0.2 | 2.3 | -7.7 | 0.4 | 7.4 | 10.8 | 2.5 | 0.2 | -15.9 | -14.7 | 7.7
CC(C)c1nnc(NC(=O)c2ccc3ccccc3c2)s1 | 0.2 | 14.8 | 25.2 | 0.0 | -192.2 | -52.3 | 5.9 | -3.7 | -51.1 | -67.7 | -280.7
O=C(COc1ccccc1F)Nc1ccc(S(=O)(=O)NCc2ccco2)cc1 | 0.3 | 6.8 | 15.2 | -0.1 | 6.9 | 0.9 | 0.3 | -4.1 | -4.2 | -9.6 | 2.2
Nc1c(Cl)c(Cl)nc(C(=O)N/N=C/c2ccco2)c1Cl | 0.0 | 14.4 | 4.1 | 0.4 | -0.1 | 22.1 | 1.3 | -10.4 | -3.1 | -9.8 | 17.3
O=[N+]([O-])CC(=Nc1ccc(Cl)cc1)N/N=C\c1oc(O)c2ccccc12 | 0.2 | 0.6 | 23.5 | 1.7 | -69.1 | 9.9 | 5.6 | -9.0 | -53.6 | -9.6 | -100.1
COc1ccc(C(=O)OC(C)C(=O)NC(C)CCc2ccccc2)cc1[N+](=O)[O-] (centres undefined) | 0.0 | -17.0 | -8.2 | -0.6 | -1.1 | -3.3 | -6.3 | 1.3 | 1.6 | 3.8 | 12.9
CCOc1ccc(S(=O)(=O)N2CCCC(C(=O)NCc3ccncc3)C2)cc1C (centres undefined) | 0.1 | 0.1 | 21.3 | -0.6 | 14.9 | 6.9 | 1.8 | 17.0 | 16.1 | 8.3 | -8.0
COc1cccc(CNc2nc3cc(-c4ccsc4)sc3c(=O)n2C)c1OC | 0.3 | -15.2 | 81.8* | 4.4 | -46.2 | · | · | -1.6 | 15.7 | 27.2 | 30.1
CCOC(=O)Cc1csc(NC(=O)NC2(C(F)(F)F)Oc3ccc(Cl)cc3O2)n1 (centres undefined) | 0.5 | -1.8 | -181.0 | -6.1 | 17.9 | -4.0 | 3.0 | -11.7 | -18.2 | 61.4 | 23.6
O=C(COc1ccc(-c2ccccc2)cc1)NNC(=O)Nc1ccc(F)cc1F | -0.2 | 7.5 | 2.0 | -0.6 | 4.8 | -3.6 | 1.9 | 6.8 | -2.2 | -20.1 | 9.5
COC(=O)c1ccc(CSc2nnc(-c3ccc4c(c3)OCO4)n2-c2ccccc2)o1 | 0.9 | -10.1 | 12.7 | -1.6 | 6.4 | -7.0 | -1.0 | 14.2 | -11.2 | 20.5 | 23.1
Cc1ccc([C@H]2C[C@@H](n3cc(COC(=O)c4ccccc4)nn3)[C@H](O)CN2CC2CCCCC2)cc1 | -0.3 | -1.9 | -2.3 | 1.5 | 6.4 | · | · | 0.2 | -26.5 | -19.2 | 1.6
Cc1ccc(C)c(OCC(=O)N2CCN(c3ncccn3)CC2)c1 | 0.1 | 9.3 | -10.9 | 0.3 | -4.8 | 3.9 | 3.2 | -7.2 | 0.9 | -49.6 | 0.3
Cc1cc(Nc2ccccc2)n(-c2ccc(Br)cc2)n1 | 0.1 | -5.5 | -24.3 | -0.6 | 16.2 | 12.0 | 1.0 | -11.6 | -16.7 | -11.3 | 14.3
COc1cccc(NC(=S)N2CCCC2c2ccc(OC)c(OC)c2)c1 (centres undefined) | -0.2 | -2.1 | -42.3 | -0.7 | -111.1 | -30.0 | -8.0 | 0.7 | -18.7 | -13.7 | -67.6

Not a hit list; about 4.4% have a hit in one of these screens.
